Thrombin inh – thrombin (human) inhibition; alpha-thrombin, Boc-VPR-AMC fluorogenic substrate cleavage; inhibition, % at 5 µM; 0.26% of 220,000 active; AID 1046;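 active = inhibition at or above 40%; inactive = inhibition below 40%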;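 note: 0% = enzyme with no compound and 100% = wells without enzyme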
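Material: human alpha-thrombin enzyme / Medium: pH 7.5 Tris (50 mM) with NaCl 150 mM, Tween 20 0.05% / Compound: single-point dosing at 5 µM, 0.2% DMSO / Incubation: enzyme reaction carried out at room temperature / Detection: AMC fluorescence, 355/460 nm / Read-out basis: percent inhibition scaled between no-compound controls and no-enzyme blanks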
FXIIa inh 1536 – inhibitors of human coagulation factor XIIa; AID 800; inhibition, % at 5 µM; 0.3% of 220,000 active; purified FXIIa, Boc-QGR-AMC fluorogenic substrate, 2 h; P00748; in the data active = inhibition above about 40%;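 note: 0% = enzyme with no compound and 100% = blank without enzyme; many of its hits are not listed in these tables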
KLK5 inh – inhibitors of human kallikrein 5 | Q9Y337 | recombinant hK5, fluorogenic AMC substrate cleavage | inhibition, % at 5 µM | 0.59% of 210,000 active | AID 873;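 active = inhibition of 40% or more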;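 note: 0% = enzyme controls without compound and 100% = no-enzyme blanks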
Rad51 HR inh – blocks human Rad51 in homologous recombination; Q06609; hRad51 DNA strand exchange, fluorescence dequenching; inhibition, % at 10 µM; 0.085% of 200,000 active;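 active = inhibition above 40% at the single screening dose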;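 note: 0% = DMSO control wells and 100% = blanks with heterologous ssDNA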
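Test system: preformed human Rad51 ssDNA filaments. Compound dosing: single dose, 10 µM final compound. Incubation: filaments 15 min 37 °C, then compound 30 min. Technique: FRET fluorescence dequenching, excitation 485 nm, emission 520 nm. Read-out basis: percent inhibition from fluorescence, normalised to plate control and blank means. Benchmarks: plate controls and plate blanks.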
zVAD death inh – blocks zVAD induced death of L929 cells; viability rescue, % at 10 µM; L929 zVAD necroptosis rescue, ATP luminescence, 24 h; with zVAD 60 µM; 0.38% of 220,000 active;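 active = activation, scaled between plate controls, above about 75%, limit read from the data; inactive = activation under that limit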;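 note: 0% = zVAD with DMSO and 100% = DMSO alone without zVAD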
Hck-Nef inh – blocks Nef-activated human Hck kinase | P08631 | Recombinant Hck-YEEI plus Nef, Z-Lyte FRET kinase assay | inhibition, % at 20 µM | 0.68% of 220,000 active | AID 463187;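 active = Hck-Nef kinase inhibition above about 50%, limit read from the data; inactive = inhibition below that limit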;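 note: 0% = DMSO with Hck plus Nef and 100% = Hck alone without Nef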
FXIa inh – inhibitors of human coagulation factor XIa; 0.14% of 220,000 active; inhibition, % at 5 µM; P03951; AID 798; purified FXIa, Boc-Glu-Ala-Arg-AMC fluorogenic substrate;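 active = inhibition of at least 40%; inactive = inhibition below 40%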;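 note: fluorescence of freed AMC excited at 355 nm; 0% = enzyme without compound and 100% = no enzyme blank; many of its hits are not listed in these tables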
Cl transport mod – KCC2 (human) Cl- transport modulation; AID 1456; Q9H2X9; KCC2 cells, thallium flux FluoZin-2 fluorescence; B-score of Tl+ flux slope (higher = more flux/activation; lower = inhibition) at 10 µM; 2.2% of 190,000 active;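 active = thallium flux slope and its plate-corrected score both differing from the plate sample mean at a set confidence after two filtering rounds, in either direction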;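 note: slope of fluorescence scaled to starting intensity during 10 to 20 s after thallium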
Target sequence (Q9H2X9 whole entry, looked up): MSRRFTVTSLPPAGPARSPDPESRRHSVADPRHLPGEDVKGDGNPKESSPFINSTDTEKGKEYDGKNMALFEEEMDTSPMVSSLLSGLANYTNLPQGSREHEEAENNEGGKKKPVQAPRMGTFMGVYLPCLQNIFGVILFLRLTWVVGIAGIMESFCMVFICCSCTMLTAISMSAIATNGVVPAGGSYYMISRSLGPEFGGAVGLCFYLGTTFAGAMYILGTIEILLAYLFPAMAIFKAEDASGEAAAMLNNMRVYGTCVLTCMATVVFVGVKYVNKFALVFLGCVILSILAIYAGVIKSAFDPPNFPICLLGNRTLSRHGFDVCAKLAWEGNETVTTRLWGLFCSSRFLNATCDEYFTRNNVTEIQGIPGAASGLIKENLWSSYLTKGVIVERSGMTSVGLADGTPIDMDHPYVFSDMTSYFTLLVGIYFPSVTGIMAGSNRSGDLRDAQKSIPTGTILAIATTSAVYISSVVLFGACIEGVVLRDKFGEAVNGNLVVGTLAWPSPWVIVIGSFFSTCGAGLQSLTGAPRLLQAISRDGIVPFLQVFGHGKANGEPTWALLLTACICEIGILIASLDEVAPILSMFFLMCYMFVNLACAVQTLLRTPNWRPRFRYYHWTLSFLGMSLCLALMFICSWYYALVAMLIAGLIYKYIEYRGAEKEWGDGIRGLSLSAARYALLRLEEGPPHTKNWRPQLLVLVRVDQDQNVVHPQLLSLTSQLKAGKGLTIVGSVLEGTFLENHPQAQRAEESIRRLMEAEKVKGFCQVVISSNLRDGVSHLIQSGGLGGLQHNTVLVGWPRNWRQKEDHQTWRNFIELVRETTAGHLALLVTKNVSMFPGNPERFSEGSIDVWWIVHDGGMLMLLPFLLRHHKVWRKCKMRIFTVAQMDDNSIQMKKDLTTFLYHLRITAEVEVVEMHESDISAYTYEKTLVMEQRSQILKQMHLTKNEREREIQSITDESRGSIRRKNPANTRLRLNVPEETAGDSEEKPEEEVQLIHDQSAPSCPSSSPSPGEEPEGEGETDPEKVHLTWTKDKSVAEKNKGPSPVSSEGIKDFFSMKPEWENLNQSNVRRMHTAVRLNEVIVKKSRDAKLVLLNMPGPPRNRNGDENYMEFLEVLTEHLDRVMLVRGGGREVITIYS
TNF necrop inh – blocks TNF-alpha induced death of Jurkat FADD-/- cells; activation (protection from cell death), % at 10 µM; AID 463075; 0.068% of 220,000 active; Jurkat FADD-/- TNF necroptosis rescue, ATP luminescence, 24 h; 0 = TNF only, 100 = no-TNF cells;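 active = activation, meaning protection from cell death, of at least 50% relative to plate controls; inactive = activation below 50%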;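 note: necroptosis triggered by 40 ng/mL TNF-alpha added together with compound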
* hit, by the source's call; nt = no result given.

Every second line gives: Hck-Nef inh | TNF necrop inh | Rad51 HR inh | FXIa inh | Cl transport mod | KLK5 inh | FXIIa inh 1536 | zVAD death inh | Thrombin inh
- Cc1cc(C)c(C#N)c(SCc2[nH]nc3c2C(c2ccc(F)cc2)C(C#N)=C(N)O3)n1 (stereo unspecified)
    7 | -2.8 | -4 | 6 | -1.8 | -7 | 9 | -0.3 | 1
- COC(=O)CSC1=C(C#N)C(c2cccc(OC)c2)CC(=O)N1 (stereo unspecified)
    -1 | 2.1 | 0 | 1 | 0.7 | -9 | 11 | 0.9 | -6
- Cc1ccc2nc3c(cc2c1)c(NC(=O)c1cccnc1)nn3C
    11 | -0.8 | -1 | 7 | -1.1 | 34 | 11 | 0.4 | 11
- O=c1c(Cc2ccccc2)c(O)ccn1Cc1ccco1
    10 | 0.8 | 27 | -2 | 0.24 | -7 | 7 | -0.2 | 2
- Cc1cc(C)c2nc(SCC(=O)Nc3ccc(S(=O)(=O)N4CCCC4)cc3)c(C)cc2c1
    2 | 9.6 | 1 | 2 | nt | -11 | 12 | 0.0 | 5
- CSc1nc(C(=O)N2CCCC(C(=O)c3ccc(Cl)cc3)C2)cs1 (stereo unspecified)
    23 | 2.0 | -4 | -6 | -1.3 | -5 | 2 | -0.1 | -13
- Cc1ccc(C(=O)NCCc2nnc(SCC(=O)Nc3nc(-c4ccccc4)cs3)n2C)cc1
    0 | 0.6 | -1 | 1 | -0.0057 | -4 | 7 | 1.2 | 0
- Cc1cc(=O)n2nc(-c3ccccc3)sc2c1C#N
    -4 | -1.3 | -2 | -17 | 0.45 | -19 | -1 | 0.3 | -1
- O=C(Nc1ccc2c(c1)CCC2)c1ccc(Cl)nc1
    27 | 1.6 | -25 | -5 | 0.43 | -16 | -1 | 3.3 | -2
- Cn1c(=O)c2cn(Cc3ccc(Cl)cc3)cc2n(C)c1=O
    0 | 1.0 | 9 | 6 | -0.65 | 5 | 11 | -0.1 | -1
- NCCCC[C@H](N)c1nnc([C@H](CCC(=O)O)NC(=O)C2CCNCC2)o1
    3 | 0.8 | -2 | 1 | 0.45 | 1 | 7 | 1.0 | -1
- O=C(COc1cccc(-n2cnnn2)c1)NC1CCCCC1
    18 | -0.2 | 0 | -5 | nt | 7 | 6 | 70 | 3
- COc1ccc(S(=O)(=O)NCc2ccc(C)cc2)cc1
    6 | 3.7 | 3 | -1 | -0.46 | -4 | 10 | -0.2 | 2
- Cc1cc(C(=O)NC(=S)Nc2cccc(NC(=O)C(C)C)c2)ccc1[N+](=O)[O-]
    3 | 2.6 | -1 | 4 | 0.24 | -6 | 7 | 0.9 | -5
- COc1ccccc1-c1c(C)oc2cc(OCC(=O)OCc3ccccc3)ccc2c1=O
    -2 | 0.1 | -5 | 3 | -1.3 | -15 | 13 | -1.1 | 1
- CC(C)CNC(=S)N(Cc1ccco1)Cc1cc2cc3c(cc2[nH]c1=O)OCCO3
    3 | -1.4 | nt | 7 | 0.15 | -5 | 14 | 2.6 | -2
- O=C(CN1CCN(c2ccccc2)CC1)Nc1ccc(Oc2ccccc2)cc1
    -2 | 1.3 | -3 | 1 | nt | 5 | 0 | -0.4 | 0
- COc1cnc(-c2ccccn2)nc1Oc1ccc(F)cc1F
    -22 | -4.4 | -10 | 10 | -2.4 | 2 | 12 | -1.0 | -6
- C[C@H](NC(=O)c1nc[nH]c1C(=O)N[C@@H](Cc1ccccc1)C(=O)OC(C)(C)C)c1ccccc1
    5 | 2.9 | 4 | 0 | 0.68 | 0 | 9 | -0.2 | -2
- Cc1cc(NC(=O)C2CC(=O)N(c3ccccc3)C2)no1 (stereo unspecified)
    1 | -0.4 | -4 | 2 | 0.25 | 0 | 9 | -0.8 | -5
- COc1ccc(C2C(=O)N(CCc3ccccc3)CC(=O)N2C2CCCC2)cc1 (stereo unspecified)
    1 | -2.8 | 2 | 3 | -0.64 | -6 | 18 | -0.7 | 4
- Cc1ccc(-c2nc(-c3ccccc3)no2)c(Cl)c1
    1 | 0.1 | 1 | 1 | nt | -23 | 12 | 0.4 | -2
- Nc1nc(=S)[nH]c2c1C1(CCCC1)Cc1ccccc1-2
    -1 | -4.0 | -9 | 6 | 0.3 | -6 | 13 | 0.6 | 1
- O=C(Oc1ccccc1)c1cccnc1Oc1ccccc1
    13 | 3.8 | 8 | -3 | nt | -4 | 1 | 0.1 | 3
- Cc1nc2ccccc2nc1OCC(=O)N1CCN(c2ccccc2)CC1
    2 | -4.0 | -2 | 8 | -0.0087 | -16 | 17 | 0.0 | -2
- CCc1cc(C(=O)Cc2nc3ccccc3[nH]2)c(O)cc1O
    1 | -4.3 | -3 | 4 | 0.0088 | -6 | 11 | -0.1 | 5
- C=CCNc1sc(C(=O)c2ccc(Br)s2)c(N)c1C#N
    1 | 1.4 | 18 | -7 | -3.1 | -12 | 3 | -0.2 | -5
- Cc1occc1-c1nnc(SCc2nnc(-c3ccc(Cl)cc3)o2)n1C
    3 | 1.0 | 7 | 5 | -1.3 | 2 | 11 | 0.2 | -1
- O=C(Nc1cc(C(F)(F)F)ccc1N1CCCC1)c1cccnc1
    11 | 0.2 | -7 | -3 | nt | -20 | 13 | 0.3 | -6
- CCOC(=O)C1=NOC(C(=O)NN(C)c2ncc(C(F)(F)F)cc2Cl)C1 (stereo unspecified)
    60* | 0.8 | -1 | 0 | 1.7 | 3 | 13 | 1.6 | -5
- CCO[C@@H]1OC(C(=O)NCc2nc3ccccc3[nH]2)=C[C@H](C)[C@H]1CCCO
    -4 | 1.1 | 2 | -7 | 0.46 | -2 | 4 | -0.2 | -9
- Cc1c(NC(=O)CSc2nnnn2-c2ccc(C(=O)O)cc2)c(=O)n(-c2ccccc2)n1C
    22 | 0.0 | -5 | 2 | 2 | 7 | 13 | 3.4 | -3
- Clc1nc2ccccc2cc1-c1nnn(-c2ccccc2)n1
    -17 | -1.0 | -4 | 10 | -0.78 | 9 | 39 | 0.5 | 30
- CCn1c(C)cc(/C=C2\NC(=O)N(CC(=O)Nc3cccc(C)c3)C2=O)c1C
    1 | -0.7 | 7 | 0 | nt | 2 | 16 | -0.2 | 3
- [O-]c1c[n+](-c2ccc(-[n+]3cc([O-])on3)cc2)no1
    29 | 0.2 | -14 | -4 | -0.15 | -6 | 2 | -1.0 | -8
- Cc1cc(NC(=O)NN2CCOCC2)nn1-c1c(Cl)cc(Cl)cc1Cl
    16 | -1.3 | -14 | -9 | 0.17 | 4 | 5 | 0.2 | 0
- O=C(O)c1ccc(COc2c(F)c(F)c(F)c(F)c2F)o1
    -8 | -0.3 | 4 | 4 | 0.0087 | -20 | 7 | 0.0 | 3
- CC(C)(C)c1ccc(C(=O)N2CCC(=O)N(C(COCc3ccccc3)Cc3ccccc3)CC2)cc1 (stereo unspecified)
    -3 | 0.1 | 0 | 4 | -1.4 | -8 | 15 | 0.1 | -1
- CC(=O)Nc1nnc(C)s1
    0 | 0.4 | -10 | -1 | nt | 4 | 8 | 0.4 | -6
- CCCCCCN1C=CC=C/C1=C/C=C(C#N)C#N
    -2 | 0.8 | -172 | 7 | -3.4 | -6 | 15 | -0.1 | 5

Quoted at random: four records from the list.
Every second line gives: Hck-Nef inh | TNF necrop inh | Rad51 HR inh | FXIa inh | Cl transport mod | KLK5 inh | FXIIa inh 1536 | zVAD death inh | Thrombin inh
- NCCCC[C@H](N)c1nnc([C@H](CCC(=O)O)NC(=O)C2CCNCC2)o1
    3 | 0.8 | -2 | 1 | 0.45 | 1 | 7 | 1.0 | -1
- CCc1cc(C(=O)Cc2nc3ccccc3[nH]2)c(O)cc1O
    1 | -4.3 | -3 | 4 | 0.0088 | -6 | 11 | -0.1 | 5
- CCO[C@@H]1OC(C(=O)NCc2nc3ccccc3[nH]2)=C[C@H](C)[C@H]1CCCO
    -4 | 1.1 | 2 | -7 | 0.46 | -2 | 4 | -0.2 | -9
- O=C(COc1cccc(-n2cnnn2)c1)NC1CCCCC1
    18 | -0.2 | 0 | -5 | nt | 7 | 6 | 70 | 3

Next results.
Every second line gives: Hck-Nef inh | TNF necrop inh | Rad51 HR inh | FXIa inh | Cl transport mod | KLK5 inh | FXIIa inh 1536 | zVAD death inh | Thrombin inh
- Cc1ccc(NC(=O)COc2cccnc2[N+](=O)[O-])cc1S(=O)(=O)N1CCCCC1
    3 | -1.4 | -2 | 1 | -1 | -6 | 5 | 0.0 | -6
- NC(=S)N=Nc1c(O)n(Cc2ccc(F)cc2)c2ccccc12
    2 | 3.4 | -4 | 8 | 4.7* | -7 | 5 | -0.2 | 8
- CCSc1ccccc1C(=O)NCc1ccc2c(c1)OCO2
    3 | 2.5 | -2 | 20 | -0.71 | 2 | 14 | -0.3 | 3
- Cc1onc(C(=O)NCc2ccccn2)c1[N+](=O)[O-]
    15 | 0.5 | 1 | -6 | 0.48 | -5 | 3 | 2.6 | -8
- Clc1ccccc1CSc1nnc(/C=C/c2ccccc2)o1
    0 | -1.8 | nt | 3 | -0.38 | -21 | 19 | 0.1 | 4
- COC(=O)Nc1ccc(S(=O)(=O)N2CCCC(C(=O)N3CCC(C)CC3)C2)cc1 (stereo unspecified)
    24 | 1.1 | 18 | 9 | 0.075 | -3 | 12 | 0.8 | -4
- COCC(=O)NC(C)c1nc2ccccc2[nH]1 (stereo unspecified)
    0 | 2.5 | 2 | -10 | 0.13 | -11 | 4 | 1.6 | -11
- CC(C)(C)C(=O)N1CCN(c2ccc([N+](=O)[O-])c(-n3nc(-c4ccccc4)c4ccccc4c3=O)c2)CC1
    7 | -0.2 | 15 | 11 | 1.2 | -9 | 19 | -0.2 | 0
- COc1ccc(C(=O)N2CCN(c3ccc(C)c(C)c3)CC2)cc1OC
    7 | -0.4 | nt | -5 | 0.2 | -3 | 8 | 1.0 | -5
- COc1cccc(/C=C/C(=O)OCC(=O)NCCc2ccccc2)c1
    -11 | 0.6 | 10 | -6 | -1.2 | -4 | 4 | 2.1 | -8
- CCc1ccccc1NC(=O)c1cccc(Oc2ccc([N+](=O)[O-])cc2Cl)c1
    1 | 1.9 | -4 | 3 | -1.4 | 1 | 12 | -0.1 | 1
- COc1cc(/C=C/C(=O)O)cc(S(=O)(=O)N(C)CCO)c1OC
    -2 | -1.6 | -12 | 7 | nt | 1 | 19 | -0.1 | 4
- S=C(NCc1ccccc1)NC1CCCc2ccccc21 (stereo unspecified)
    11 | -2.6 | 7 | 4 | -0.67 | 0 | 9 | -0.2 | 0
- O=C(O)C1CCCCC1C(=O)Nc1nc(-c2ccc(Cl)s2)cs1 (stereo unspecified)
    70* | -0.8 | -4 | 4 | -2.7 | -8 | 6 | 2.8 | -6
- O=C(Nc1nc(-c2ccc3c(c2)OCO3)cs1)C1COc2ccccc2O1 (stereo unspecified)
    -4 | 1.1 | 0 | 6 | 2.8 | -3 | 16 | 0.0 | -3
- S=C(NC1CC2CCC1C2)N1CCN(c2cccc(Cl)c2)CC1 (stereo unspecified)
    -6 | -1.6 | -5 | -6 | 0.73 | -6 | 2 | 3.8 | -5
- Cc1cc(C)cc(N/C(N)=N/c2nc(C)cc(C)n2)c1
    5 | 4.1 | 3 | -4 | 0.6 | -11 | 9 | -0.1 | -3

The list is partial; the hit share may differ from the screen's.
